VHR inh abs: blocks human VHR1 dual specificity phosphatase; 290,000 compounds, 0.52% hits; recombinant VHR phosphatase, pNPP absorbance; inhibition, % at 13.3 µM; P51452; AID 1654; in the data active means inhibition above about 50%; further: some compounds called inactive have numbers as strong as hits
Target sequence (P51452 whole entry, looked up): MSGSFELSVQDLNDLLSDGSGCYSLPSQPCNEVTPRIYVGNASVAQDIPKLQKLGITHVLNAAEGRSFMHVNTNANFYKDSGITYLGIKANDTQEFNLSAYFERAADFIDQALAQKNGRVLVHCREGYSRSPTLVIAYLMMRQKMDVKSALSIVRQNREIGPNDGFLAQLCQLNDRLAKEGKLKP
PrPC surface inh: inhibitors of human cell surface prion protein PrPC; P04156; TR-FRET read-out; inhibition, % at 13.8 µM; 370,000 compounds, 0.43% hits; in the data active means inhibition above about 24%; further: 0% = median of the test wells and 100% = reference compound wells
CCHF vOTU inh: CCHFV vOTU protease inhibition; AID 651958; inhibition, % at 11.5 µM; Pep-AMC fluorescence; 370,000 compounds, 0.55% hits; in the data active means inhibition above about 30%; further: 0% = vehicle wells with enzyme and 100% = no enzyme wells
BoNT A protease: blocks Botulinum neurotoxin A light chain protease; inhibition, % at 10 µM; AID 588499; 360,000 compounds, 0.17% hits; multiplex microsphere protease substrate cleavage, flow cytometry; further: plate controls were buffer without enzyme for full effect and enzyme alone for no effect
MazEF act: increases E. coli MazEF RNase cleavage of RNA. P0AE70. FAM/BHQ RNA-DNA oligo cleavage fluorescence, 5 h. activation, % at 20 µM. 350,000 compounds, 0.32% hits. AID 504720; in the data active means activation above about 50%
Rv3671c inh: inhibits the M. tuberculosis serine protease Rv3671c; 320,000 compounds, 0.048% hits; inhibition, % at 5.96 µM; P9WHR9; in the data active means inhibition above about 38%;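 further: extracellular domain of Rv3671c used as enzyme; 0% = enzyme with DMSO and 100% = no enzyme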
BoNT-F LC inh: inhibitors of Botulinum neurotoxin F light chain protease. Multiplex microsphere protease cleavage assay, flow cytometry. inhibition, % at 10 µM. 360,000 compounds, 0.22% hits. AID 588497; in the data active means inhibition above about 35%, passing the limit was not always enough; inconclusive means no clear call, values can overlap the other calls; further: plate controls were buffer without enzyme for full effect and enzyme alone for no effect
PriA SSB inh: K. pneumoniae PriA-SSBct interaction inhibition | 430,000 compounds, 0.6% hits | AlphaScreen SSBct-PriA binding, biotinylated peptide | inhibition, % at 33 µM; in the data active means inhibition mostly above about 37%, no sharp cut-off; inactive means mostly below about 20%;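 further: plate controls were negative control peptide for no effect and reference peptide for full effect; strong numbers were not always called active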
Anthrax LF inh2: inhibitors of Bacillus anthracis lethal factor protease | P15917 | multiplex microsphere protease cleavage assay, LF | inhibition, % at 10 µM | 360,000 compounds, 0.12% hits | AID 588501; further: plate controls were buffer without enzyme for full effect and enzyme alone for no effect
Target sequence (P15917 whole entry, looked up): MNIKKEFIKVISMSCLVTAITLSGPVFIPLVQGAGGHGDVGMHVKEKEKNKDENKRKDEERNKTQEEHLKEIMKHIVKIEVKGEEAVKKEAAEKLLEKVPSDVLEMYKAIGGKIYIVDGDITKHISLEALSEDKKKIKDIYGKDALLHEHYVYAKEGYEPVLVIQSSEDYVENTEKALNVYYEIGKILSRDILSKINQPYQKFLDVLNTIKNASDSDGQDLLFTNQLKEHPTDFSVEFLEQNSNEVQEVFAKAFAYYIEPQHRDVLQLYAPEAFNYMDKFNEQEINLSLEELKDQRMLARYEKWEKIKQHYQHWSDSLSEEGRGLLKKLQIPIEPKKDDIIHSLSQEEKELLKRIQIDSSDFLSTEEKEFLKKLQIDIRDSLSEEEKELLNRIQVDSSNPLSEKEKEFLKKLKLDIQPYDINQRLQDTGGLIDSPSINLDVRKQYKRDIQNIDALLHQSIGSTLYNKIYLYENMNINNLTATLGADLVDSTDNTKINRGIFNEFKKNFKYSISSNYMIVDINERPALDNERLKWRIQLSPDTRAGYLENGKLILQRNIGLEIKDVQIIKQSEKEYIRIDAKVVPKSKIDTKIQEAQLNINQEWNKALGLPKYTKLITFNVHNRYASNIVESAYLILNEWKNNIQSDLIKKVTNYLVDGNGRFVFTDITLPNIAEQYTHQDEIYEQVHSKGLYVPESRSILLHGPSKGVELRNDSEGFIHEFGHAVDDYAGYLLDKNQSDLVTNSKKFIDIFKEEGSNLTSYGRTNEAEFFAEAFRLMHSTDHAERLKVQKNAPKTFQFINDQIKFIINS
SARS 3CLpro inh: SARS-CoV 3CLpro protease inhibition; 290,000 compounds, 0.14% hits; recombinant SARS-CoV 3CLpro, quenched FRET peptide cleavage; inhibition, % at 6 µM; in the data active means inhibition above about 12%
Starred values were filed as active, the others as inactive; ? = inconclusive; · = no result given; & = joins results of further samples. Unless noted, no stated cut-off is given here; in the data, active means inhibition above about 30%; inconclusive means no clear call, values can overlap the other calls; inactive means below that.

Below each compound: VHR inh abs	PrPC surface inh	CCHF vOTU inh	BoNT A protease	MazEF act	Rv3671c inh	BoNT-F LC inh	PriA SSB inh	Anthrax LF inh2	SARS 3CLpro inh
> CCOC(=O)N1CCN(C(=O)c2cccc(S(=O)(=O)Nc3ccc(F)cc3)c2)CC1
 : ·	-5.5	14.3	2.8	-2.0	·	-0.8	-8.7	?	·
> CCN(C)C1CN(Cc2cn(CCCC(=O)OC)nn2)S(=O)(=O)C1 (configuration not stated)
 : ·	-1.5	3.9	0.1	·	·	9.7	·	1.1	·
> COc1cc(F)ccc1S(=O)(=O)N1CCN(c2ccccc2)CC1
 : 13.6	6.0	-4.8	·	4.8	2.3	·	-1.0	·	2.8
> S=C(Nc1ccc(Oc2ccccc2)cc1)N(CCCN1CCOCC1)Cc1ccccn1
 : 21.8	-4.1	-3.7	-1.6	1.0	-1.4	-3.9	-1.0	-10.6	3.1
> CCN(CC)C(=O)C1=C(C)N(CCCOC)C(=O)C(CC(=O)NCc2ccco2)C1 (configuration not stated)
 : ·	10.9	8.9	0.5	2.0	·	-2.9	·	-2.6	·
> O=C(NC(Cc1c[nH]c2ccccc12)C(=O)N/N=C/c1ccc(Br)cc1)c1cccs1 (configuration not stated)
 : 9.3	10.5	12.4	0.0	0.0	-69.9	2.7	·	0.0	1.2
> COc1ccn(C)c(=O)c1C#N
 : 16.5	-1.6	3.9	-0.4	-1.2	-4.9	-5.6	-6.6	-6.0	-0.2
> Cc1nn(-c2ccc(F)cc2)c(Cl)c1/C=N/NC(=O)c1ccc(O)cc1
 : 6.0	10.8	10.1	-0.3	7.3	-1.6	-4.7	·	-6.1	1.0
> COc1ccccc1N1CC(C(=O)Nc2cccc(C(=O)O)c2)CC1=O (configuration not stated)
 : -14.8	-3.6	1.3	0.0	1.0	0.1	2.1	-11.9	2.9	-1.4
> CCN(CC(=O)Nc1cccc(OC)c1)C(=O)c1ccco1
 : -9.5	-5.7	14.5	-0.1	1.9	0.9	0.8	-3.3	-6.4	3.5
> Cc1nc([N+](=O)[O-])c(Sc2nc3ccccc3n2C)n1Cc1ccccc1
 : -4.5	13.3	-2.9	0.1	5.3	1.8	-4.6	-8.6	-0.6	-3.4
> NS(=O)(=O)c1ccc(CCNC(=O)C2CCCCN2S(=O)(=O)c2ccccc2)cc1 (configuration not stated)
 : 15.3	3.6	-6.2	1.6	-0.2	-8.9	0.4	-4.2	-17.4	0.6
> Cc1cccc(C(=O)Nc2nnc(SCC(=O)NC3CC3)s2)c1
 : 14.4	-5.6	1.4	-1.4	9.4	-4.0	3.3	-17.4	0.2	-2.1
> COc1ccc(S(=O)(=O)NCC2CCCN(Cc3ccc(C)o3)C2)cc1 (configuration not stated)
 : -14.0	-6.0	20.4	-1.5	4.4	2.9	1.1	-4.1	-5.8	9.8
> O=[N+]([O-])c1ccc(N2CCN(c3ccc(F)cc3)CC2)cc1
 : 18.2	-7.0	5.2	-0.9	1.2	4.6	1.4	-6.2	-0.1	5.8

The list continues.
Below each compound: VHR inh abs	PrPC surface inh	CCHF vOTU inh	BoNT A protease	MazEF act	Rv3671c inh	BoNT-F LC inh	PriA SSB inh	Anthrax LF inh2	SARS 3CLpro inh
> O=C(C1CCCO1)N1N=C(c2ccc(Br)cc2)CC1c1ccco1 (configuration not stated)
 : -9.9	0.7	-3.7	-0.1	-6.1	-15.2	-3.3	4.0&-10.0	-0.8	1.4
> Cc1nc2ccc(C(=O)N(C)Cc3ccco3)cn2c1N(C)CC1CCCCC1
 : ·	12.9	9.5	-0.7	·	·	-5.2	·	-4.8	·
> CCOc1ccc(N2C(=O)C3C(c4ccc(O)cc4)NC(CCSC)(C(=O)OC)C3C2=O)cc1 (configuration not stated)
 : 18.6	-10.5	-5.3	-0.2	1.4	6.0	3.6	-1.9	-4.4	2.9
> CCN(CC)S(=O)(=O)c1cccc(NC(=O)COC(=O)c2ccc(Br)o2)c1
 : -9.8	-0.7	9.3	0.2	0.5	-10.0	-3.5	-20.3	1.0	1.9
> Cc1cc(NC(=O)COC(=O)CC2CCCC2)c([N+](=O)[O-])cc1C
 : 20.2	-5.1	9.8	·	-4.9	-1.0	·	13.7	·	-0.2
> COc1ccc(OCc2cc(C(=O)N(C)C(C)c3ccon3)no2)c(Cl)c1 (configuration not stated)
 : 2.5	-3.0	-5.2	0.0	-0.1	0.2	-1.3	-13.2	-5.1	-3.2
> CCCCSc1nnc(-c2ccccc2)c2ccccc12
 : -8.8	-3.1	7.2	-0.2	0.5	2.9	0.5	-11.9	0.0	1.5
> COc1cccc(OC)c1OC(=O)C1CC(=O)N(c2ccc3c(c2)OCCO3)C1 (configuration not stated)
 : ·	-6.3	13.8	0.4	-2.8	-0.5	-4.3	-6.1	1.0	·
> OCC1OC(n2cnc3c(NCc4ccco4)ncnc32)C(O)C1O (configuration not stated)
 : ·	4.0	0.0	-0.4	3.9	·	-6.7	-3.2	-7.2	·
> Cc1ccc(NC(=O)CCC(=O)NCCO)cc1
 : 11.6	-2.3	-1.3	2.0	2.2	2.0	-2.1	-11.8	-1.0	-0.5
> Cc1ccsc1C(=O)Nc1cc(Cl)ccc1-n1cncn1
 : ·	-7.2	17.6	0.5	-5.1	·	0.1	-1.8	-3.3	·
> CCCCC(=O)Nc1ccc(C)c(O)c1
 : 21.4	3.9	17.4	-0.3	0.1	-4.9	1.6	-21.9	-0.8	1.5
> O=C(CSc1n[nH]c(-c2ccncc2)n1)Nc1ccc(Cl)c(C(=O)O)c1
 : 0.5	-2.4	3.2	5.3	7.3	-0.2	5.7	-0.4	-2.6	-2.2
> COCCSc1ccccc1C(=O)N1CCN(c2ccccc2)CC1
 : 21.6	2.0	-4.3	-0.3	5.9	3.8	-0.6	-12.6	-0.2	3.0
> COc1ccc(C=CC(O)CCN2CCC3CCC(C3)C2)cc1 (configuration not stated)
 : ·	0.7	6.4	-0.3	7.3	·	-1.6	-15.4	-2.9	·

Following part:
Below each compound: VHR inh abs	PrPC surface inh	CCHF vOTU inh	BoNT A protease	MazEF act	Rv3671c inh	BoNT-F LC inh	PriA SSB inh	Anthrax LF inh2	SARS 3CLpro inh
> Cn1c(C(=O)O)ccc1S(=O)(=O)N(Cc1ccccc1)Cc1ccccc1
 : 5.4	5.0	3.5	?	6.5	3.5	?	2.6	-3.2	4.3
> O=C(c1cc2c(s1)-c1ccccc1OC2)N1CCc2ccccc2C1
 : -3.6	-2.5	-14.6	-0.2	9.4	-56.0	-6.8	-22.0	0.4	3.2
> COC(=O)C1=COC(OC2OC(CO)C(O)C(O)C2O)C2C1C=CC2(O)CO (configuration not stated)
 : 29.7	7.6	-5.4	-1.2	-2.9	0.0	-2.6	-13.5	2.5	·
> COc1ccc(CCOC2OC(CO)C(OC(=O)/C=C/c3ccc(O)c(OC)c3)C(O[C@H]3O[C@@H](C)[C@H](O)[C@@H](O)[C@H]3O)C2O)cc1O (some centres not stated)
 : ·	-8.1	-4.7	-0.2	14.4	6.8	-8.2	-10.9	8.3	·
> CCCCOc1ccc(-c2ncc(C(=O)OCC)c(N)n2)cc1
 : 8.5	8.9	4.3	-0.4	7.4	-7.3	-0.3	-7.5	-3.1	-4.6
> Cc1cccc(OCCSc2nc3ncnc(N)c3[nH]2)c1
 : 7.6	-1.4	2.3	-0.6	5.2	0.3	-3.1	-0.7	-4.0	4.2
> COc1cccc(C2CC(c3c(-c4ccccc4)c4cc(Cl)ccc4[nH]c3=O)=NN2S(C)(=O)=O)c1OC (configuration not stated)
 : 15.6	-9.6	13.8	0.2	-2.1	-130.6	13.1	6.8	-2.3	5.4
> Cc1c(NC(=O)C(C)NCC2CCCO2)c(=O)n(-c2ccccc2)n1C (configuration not stated)
 : 20.9	0.4	1.4	-0.2	-2.1	0.6	-3.1	-16.7	-1.0	4.2
> NC(=O)CC(NC(=O)c1ccccc1)C(=O)O (configuration not stated)
 : ·	3.2	3.9	-1.2	10.9	6.1	-10.5	-15.2	-3.7	·
> Nc1cc(S(=O)(=O)N2CCOCC2)ccc1Oc1cccc(Br)c1
 : ·	6.0	-0.2	7.3	-5.2	·	14.1	-1.7	-1.3	·
> COc1ccc(O[C@@H]2O[C@H](COC(C)=O)[C@@H](OC(C)=O)[C@H](OC(C)=O)[C@H]2NC(C)=O)cc1
 : -11.3	1.4	-11.6	-0.5	-1.2	-2.5	4.6	4.5	1.7	-2.9
> Cc1ccc(-n2cccc2C(=O)NS(=O)(=O)c2ccc(C)cc2)cc1
 : -2.5	3.9	4.7	-0.8	-7.9	4.3	-0.4	-2.4	-2.9	0.5
> CC(C)NC(=O)N(C)C[C@H]1Oc2c(NC(=O)Nc3ccc4c(c3)OCO4)cccc2C(=O)N([C@H](C)CO)C[C@@H]1C
 : ·	-5.7	8.8	0.1	5.5	-0.4	0.0	0.9	-1.7	·
> COc1cccc(C(O)c2ncc(-c3ccc(Cl)cc3)[nH]2)c1 (configuration not stated)
 : ·	1.1	5.3	0.0	·	·	-8.1	·	1.0	·
> Cc1nc(S(=O)(=O)Cc2ccc(Cl)cc2)nc2c1CCC2
 : 6.9	2.4	-0.4	-0.9	10.6	-7.4	-3.7	-0.5	2.0	4.6

Going on with the list.
Below each compound: VHR inh abs	PrPC surface inh	CCHF vOTU inh	BoNT A protease	MazEF act	Rv3671c inh	BoNT-F LC inh	PriA SSB inh	Anthrax LF inh2	SARS 3CLpro inh
> O=S1(=O)C[C@@H](N2CCC[C@@H]2CO)[C@H](COCc2ccccc2)N1
 : ·	-1.0	-8.8	1.6	·	·	3.7	·	0.2	·
> Cc1c2cnn(-c3ccccc3)c(=O)c2c(C)n1CCCC(=O)N1CCN(c2ncccn2)CC1
 : 18.1	-3.1	-0.2	-0.4	-2.3	·	-8.2	9.8	-2.9	-10.2
> Nc1nc(Nc2ccccc2F)nc(NCc2ccco2)c1[N+](=O)[O-]
 : 24.9	0.8	19.1	-0.3	-3.6	-9.9	0.4	-9.5	-2.4	0.2
> CCOC(=O)C1(CCCc2ccccc2)CCN(C(=O)CCC2=NNC(=O)CC2)CC1
 : -3.9	-0.9	-17.9	-0.9	0.2	5.0	-0.1	-5.3	-0.1	-2.1
> Cc1cc2nc(-c3ccc4c(c3)CCC4)ccn2n1
 : 26.3	-5.2	9.2	-0.3	4.1	-0.5	2.3	-68.0	3.1	4.1

Exported as comma-separated lines: four of the compounds above.
smiles,VHR inh abs,PrPC surface inh,CCHF vOTU inh,BoNT A protease,MazEF act,Rv3671c inh,BoNT-F LC inh,PriA SSB inh,Anthrax LF inh2,SARS 3CLpro inh
NC(=O)CC(NC(=O)c1ccccc1)C(=O)O (configuration not stated),·,3.2,3.9,-1.2,10.9,6.1,-10.5,-15.2,-3.7,·
Nc1cc(S(=O)(=O)N2CCOCC2)ccc1Oc1cccc(Br)c1,·,6.0,-0.2,7.3,-5.2,·,14.1,-1.7,-1.3,·
Cc1ccc(-n2cccc2C(=O)NS(=O)(=O)c2ccc(C)cc2)cc1,-2.5,3.9,4.7,-0.8,-7.9,4.3,-0.4,-2.4,-2.9,0.5
Cn1c(C(=O)O)ccc1S(=O)(=O)N(Cc1ccccc1)Cc1ccccc1,5.4,5.0,3.5,?,6.5,3.5,?,2.6,-3.2,4.3

Bioassay records from PubChem.

Not all compounds are listed (hit frequency here may not be typical).
